# BLM inh = blocks DNA unwinding by human BLM helicase. P54132. recombinant BLM DNA unwinding, fluorescence dequenching. Potency, µM (series often up to 56.1 µM), inactives show at the highest dose activity change, negative = inhibition, actives largely listed as inhibitors. 0.2% of 350,000 active. AID 2528; active = well fitted inhibition curve with a large enough effect;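 also: plate controls were vehicle for no effect and no enzyme for full effect; nearly all actives have a fitted effect of over 35% in size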
# Target sequence (P54132 whole entry, looked up): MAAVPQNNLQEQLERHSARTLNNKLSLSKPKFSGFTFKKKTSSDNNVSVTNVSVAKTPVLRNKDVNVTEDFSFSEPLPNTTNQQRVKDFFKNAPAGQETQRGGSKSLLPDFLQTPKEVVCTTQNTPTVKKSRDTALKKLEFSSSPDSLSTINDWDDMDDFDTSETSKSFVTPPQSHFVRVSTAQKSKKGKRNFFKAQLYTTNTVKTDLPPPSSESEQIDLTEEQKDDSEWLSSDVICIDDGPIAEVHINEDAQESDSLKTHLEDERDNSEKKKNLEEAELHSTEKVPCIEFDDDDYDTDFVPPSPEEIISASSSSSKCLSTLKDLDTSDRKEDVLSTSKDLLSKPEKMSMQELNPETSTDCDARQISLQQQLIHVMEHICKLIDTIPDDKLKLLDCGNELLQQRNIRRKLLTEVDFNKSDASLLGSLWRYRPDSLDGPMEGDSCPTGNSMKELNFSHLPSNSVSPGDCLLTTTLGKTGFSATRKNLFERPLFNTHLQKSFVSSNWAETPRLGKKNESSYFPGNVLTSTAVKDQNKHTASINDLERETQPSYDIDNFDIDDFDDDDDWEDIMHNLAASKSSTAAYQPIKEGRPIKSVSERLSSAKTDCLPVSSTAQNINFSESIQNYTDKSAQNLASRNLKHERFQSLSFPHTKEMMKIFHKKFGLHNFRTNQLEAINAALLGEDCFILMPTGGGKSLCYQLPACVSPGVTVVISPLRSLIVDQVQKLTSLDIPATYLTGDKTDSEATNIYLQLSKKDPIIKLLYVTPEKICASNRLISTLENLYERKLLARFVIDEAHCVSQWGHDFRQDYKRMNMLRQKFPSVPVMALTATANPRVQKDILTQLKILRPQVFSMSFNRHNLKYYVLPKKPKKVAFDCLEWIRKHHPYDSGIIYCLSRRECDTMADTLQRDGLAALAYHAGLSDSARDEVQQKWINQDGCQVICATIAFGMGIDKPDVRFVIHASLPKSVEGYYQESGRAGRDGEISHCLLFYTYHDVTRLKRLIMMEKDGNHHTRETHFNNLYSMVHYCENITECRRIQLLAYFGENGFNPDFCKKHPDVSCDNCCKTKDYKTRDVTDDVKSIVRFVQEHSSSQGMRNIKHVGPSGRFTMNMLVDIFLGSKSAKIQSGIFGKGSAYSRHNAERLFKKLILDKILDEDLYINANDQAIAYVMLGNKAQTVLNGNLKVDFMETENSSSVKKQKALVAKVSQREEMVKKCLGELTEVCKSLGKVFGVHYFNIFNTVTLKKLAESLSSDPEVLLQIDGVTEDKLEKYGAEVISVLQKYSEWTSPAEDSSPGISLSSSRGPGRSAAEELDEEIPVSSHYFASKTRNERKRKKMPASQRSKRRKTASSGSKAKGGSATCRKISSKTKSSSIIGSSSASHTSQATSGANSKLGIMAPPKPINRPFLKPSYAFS
# An asterisk follows results filed as active; & = joins results of further samples; [ ] = another dose, or the depositor's remark. Potency is read from the fitted curve at half-maximal effect.
SMILES,BLM inh
CO[C@H]1COC(=O)C/C=C\[C@@H](C)COC(=O)[C@@H](OCc2ccccc2)/C=C\[C@@H]1C,-1%[12.4 µM]
COC(=O)C1=C(C(=O)OC)[C@@H]2Nc3ccccc3[C@@]23C[C@@H](C(=O)OC)N(S(=O)(=O)c2ccc(C#N)cc2)C3=N1,-3%[12.4 µM]
CSCC[C@H](NC(=O)CN)C(=O)N[C@@H](CC(=O)O)C(=O)N[C@@H](CO)C(=O)N[C@@H](CC(C)C)C(=O)N[C@@H](C)C(=O)N[C@@H](Cc1ccccc1)C(=O)N[C@@H](CO)C(=O)NCC(=O)NCC(=O)N[C@@H](CC(C)C)C(N)=O,0%
CC12C=C(/C=C/c3ccccc3)C(C)(C1)C(c1ccccc1)CC2=O (configuration not stated),-1%[12.4 µM]
CCCCCCCCCCCC(=O)O[C@H](CC(=O)O)C[N+](C)(C)C,2%
COC(=O)c1ccc(C(/C=C/[C@@H](C)C(=O)NCCc2c[nH]c3ccccc23)NC(=O)OCc2ccccc2)cc1 (some centres not stated),-6%
COc1cc2c(cc1OC)-c1cc3nc4ccccc4nc3n1C(C)(C)C2,-10%
COC(=O)[C@@]1(Cc2ccc(OC)cc2)[C@H]2c3cc(C(=O)N(C)C)n(Cc4cc(F)c(F)c(F)c4)c3C[C@H]2CN1C(=O)c1ccccc1,-14%
COC(=O)c1ccc(C(NC(=O)OCc2ccccc2)/C(C)=C/[C@@H](C)C(=O)NCc2cc(C)on2)cc1 (some centres not stated),-8%
CC[C@H](C)[C@H](NC(=O)[C@H](C)NC(=O)[C@H](Cc1cnc[nH]1)NC(=O)[C@@H]1CCCN1C(=O)CNC(=O)[C@H](CC(C)C)NC(=O)[C@H](CC(C)C)NC(=O)[C@H](Cc1ccc(O)cc1)NC(=O)CNC(=O)[C@H](C)NC(=O)[C@H](CO)NC(=O)[C@H](CC(N)=O)NC(=O)[C@H](CC(C)C)NC(=O)[C@@H](NC(=O)[C@H](Cc1c[nH]c2ccccc12)NC(=O)CN)[C@@H](C)O)C(=O)N[C@@H](CC(=O)O)C(=O)N[C@@H](CC(N)=O)C(=O)N[C@@H](Cc1cnc[nH]1)C(=O)N[C@@H](CCCNC(=N)N)C(=O)N[C@@H](CO)C(=O)N[C@@H](Cc1ccccc1)C(=O)N[C@@H](CO)C(=O)N[C@@H](CC(=O)O)C(=O)N[C@@H](CCCCN)C(=O)N[C@@H](Cc1cnc[nH]1)C(=O)NCC(=O)N[C@@H](CC(C)C)C(=O)N[C@H](C(N)=O)[C@@H](C)O,-3%
O=C(N/N=C1/C[C@@H](O)[C@@H](O)[C@@H]2[C@@H]3C(=O)N(C[C@@H]4CCCO4)C(=O)[C@H]3CC[C@H]12)OCc1ccccc1,1%[12.4 µM]
COc1cccc(-c2nc(NCc3cnc(C)cn3)c3ccccc3n2)c1,-11%
CN(C)C(=O)c1ccc(-c2nc(NCc3cccs3)c3ccccc3n2)cc1,-2%
C[C@@H]1CCC[C@]2(C)CCCC[C@@]12O,0%
C=CCC(O)(/C=C/c1ccccc1)c1ccccc1 (configuration not stated),0%
CC(C)(C)NC(=O)C(c1ccc(I)cc1)N(CCN1CCOCC1)C(=O)CCCNC(=O)c1ccccc1 (configuration not stated),-1%
CC(CC(C)(C)C)CP(=O)(O)CC(C)CC(C)(C)C (configuration not stated),-2%
CC[C@H]1C2=C3C(CC[C@H]4C(OC)OC[C@](C)([C@@H]34)N(C(=O)OC(C)(C)C)C2)C(CO)C1CO (some centres not stated),2%
COC(=O)c1ccc(C(NC(=O)OCc2ccccc2)/C(F)=C/[C@@H](C)C(=O)NCCN2CCOCC2)cc1 (some centres not stated),-2%
Oc1ccc(Nc2nc(-c3ccc(Cl)cc3)cs2)cc1,-6%&-12%
COC(=O)C/C=C\[C@@H](C)[C@@H](/C=N\OC[C@@H]1O[C@H](c2ccccc2)C=C[C@@H]1Oc1ccc(OC)cc1)OC,-6%[12.4 µM]
C#CCCCO/N=C1/C[C@@H](O)[C@@H](O)[C@@H]2[C@@H]3C(=O)N([C@@H](C)c4ccccc4)C(=O)[C@H]3CC[C@H]12,1%[12.4 µM]
CS(=O)(=O)c1ccc(CNC(=O)[C@H]2C[C@@H]2[C@H](NP(=O)(c2ccccc2)c2ccccc2)c2ccccc2)cc1,-5%
CC[C@@H](c1ccccc1)n1c(=O)n2n(c1=O)[C@H]1[C@H](O)[C@H]3O[C@@H]3/C(=N/OCC(C)C)[C@@H]1CC2,0%[12.4 µM]
CC(=O)OC1CCC2(C)C(=CCC3C2CCC2(C)C3C[C@@H]3O[C@]32C(C)=O)C1 (some centres not stated),-1%
CCCCC1=CC2=CC(=O)C(C)(O)C(=O)C2=CO1 (configuration not stated),-14%
CC(=O)C[C@H](O)[C@@H](NC(=O)OC(C)(C)C)C(C)C,2%[12.4 µM]
COc1ccc(COC(=O)N/N=C2/C[C@@H](O)[C@@H](O)[C@@H]3[C@@H]4C(=O)N(Cc5ccccc5)C(=O)[C@H]4CC[C@@H]23)cc1,2%[12.4 µM]
COC(=O)C/C=C\[C@@H](C)[C@@H](/C=N\OC[C@@H](O)COCc1ccco1)NS(=O)(=O)c1ccc(C)cc1,-1%[12.4 µM]
CCC(=O)OC1(C)C(=O)C=C2C=C(/C=C/COC)OC=C2C1=O (configuration not stated),5%
CCC[C@@H]1C[C@@]1(CCC)C(NC(=O)OCc1ccccc1)c1ccc(-c2ccccc2)cc1 (some centres not stated),1%
COc1cccc([C@@H]2Oc3ccc(Br)cc3[C@H](O)[C@H]2O)c1,-3%
CO[C@@H]1COC(=O)C/C=C\[C@@H](C)COC(=O)[C@H](COCc2ccccc2)NC(=O)C/C=C\[C@H]1C,1%[12.4 µM]
C=COC(=O)/C=C/C,-4%
CCCCCC(=O)c1c(O)cc(OC)c(Cl)c1O,-5%
Cc1c2c(nc3ccccc13)-c1cccc(=O)n1C2,28%
COc1ccccc1-c1nc(NCc2ccccc2)c2ccccc2n1,99%[activator]
CC1CCC2C(=O)OC(COc3ccc(C(C)(C)C)cc3)CN2C1c1ccc(Br)cc1 (configuration not stated),-4%&-3%&0%&-2%&-5%[12.4 µM]
CCCn1c(C)nc2c(N3CCOCC3)nc(C)nc21,-3%
CCCCC/C=C\C[C@@H]1O[C@H]1/C=C/C(O)C/C=C\CCCC(=O)O (some centres not stated),0%
CC(C)=CCC/C(C)=C/CO/N=C1/C[C@@H](O)[C@@H](O)[C@@H]2[C@@H]3C(=O)N([C@@H](C)c4ccccc4)C(=O)[C@H]3CC[C@H]12,-6%[12.4 µM]
CCOC(=O)N/N=C1/C[C@@H](O)[C@@H](O)[C@@H]2[C@@H]3C(=O)N([C@@H](C)c4ccccc4)C(=O)[C@H]3CC[C@@H]12,1%[12.4 µM]
C[C@@H]1OC(Oc2ccccc2-c2cc(=O)c3c(O)cc(O)c([C@@H]4O[C@H](CO)[C@@H](O)[C@H](O)[C@H]4O)c3o2)[C@H](O)[C@H](O)[C@H]1O (some centres not stated),0%
CC(C)C[C@@H](CC(=O)N[C@@H](CCC(=O)O)CC(=O)O)NC(=O)[C@@H]1CNCC[C@H]1NC(=O)C[C@@H](NC(=O)C[C@H](Cc1c[nH]c2ccccc12)NC(=O)[C@@H]1CCCC[C@H]1N)C(C)C,1%
C=C1C[C@]23C[C@@]1(O)CC[C@H]2[C@@]12C=C[C@H](O)C(C)(C(=O)O1)[C@H]2[C@@H]3CC(=O)O,2%
NCCC[C@@H](CC(=O)N[C@@H]1CCNC[C@H]1C(=O)N[C@H](CC(=O)N[C@@H](CCC(=O)O)CC(=O)O)Cc1c[nH]c2ccccc12)NC(=O)C[C@H](Cc1ccccc1)NC(=O)[C@@H]1CNCC[C@H]1N,4%
O=C(O)Cc1cc(I)c(Oc2cc(I)c(O)c(I)c2)c(I)c1,-4%
CCC/C=C(\CCC)C(NP(=O)(c1ccccc1)c1ccccc1)c1ccc(-c2ccccc2)cc1 (configuration not stated),-15%
S=C(Nc1ccccc1)Nc1ccccc1C#Cc1ccccc1,-12%
CC(C)C[C@H](NC(=O)[C@H](CC(C)C)NC(=O)[C@H](Cc1ccccc1)NC(=O)[C@@H](N)CO)C(=O)N[C@@H](CCCN=C(N)N)C(=O)N[C@@H](CC(N)=O)C(=O)O,-2%
COC(=O)CCC(=O)OC1(C)C(=O)C=C2C=C(c3ccc(C#N)cc3)OC=C2C1=O (configuration not stated),1%&-1%
CC[C@H](C)[C@H](NC(=O)[C@H](Cc1ccc(O)cc1)NC(=O)[C@@H]1CCCN1C(=O)[C@@H](N)CCCN=C(N)N)C(=O)N[C@@H](CC(C)C)C(=O)O,0%
COc1ccc(C(O)C2=CCCC2=O)cc1 (configuration not stated),3%&5%
CC(C)=CCC1=C(O)[C@](O)(CC=C(C)C)C(=O)C(C(=O)CC(C)C)=C1O,0%
NCC(=O)N[C@@H](CCCN=C(N)N)C(=O)NCC(=O)N[C@@H](CC(=O)O)C(=O)N[C@@H](CO)C(=O)N1CCC[C@H]1C(=O)O,0%
CCC#CCOCC(=O)Nc1ccccc1,2%
CON(C)C(=O)c1nnc2c3ccccc3n(S(=O)(=O)c3ccc(C)cc3)c2n1,1%&5%[12.4 µM]
CCN(CC)CCCn1c(-c2ccccc2)nc2c(NCCOC)nc(C)nc21,3%
CC[C@H](C)[C@H](NC(=O)[C@H](C)NC(=O)[C@H](Cc1cnc[nH]1)NC(=O)[C@@H]1CCCN1C(=O)CNC(=O)[C@H](CC(C)C)NC(=O)[C@H](CC(C)C)NC(=O)[C@H](Cc1ccc(O)cc1)NC(=O)CNC(=O)[C@H](C)NC(=O)[C@H](CO)NC(=O)[C@H](CC(N)=O)NC(=O)[C@H](CC(C)C)NC(=O)[C@@H](NC(=O)[C@H](Cc1c[nH]c2ccccc12)NC(=O)CN)[C@@H](C)O)C(=O)O,2%
CC(=O)OC[C@@H]1O[C@@H](O/N=C2/C[C@@H](O)[C@@H](O)[C@@H]3[C@H]4C(=O)N(c5ccc(F)cc5F)C(=O)[C@@H]4CC[C@H]23)[C@H](OC(C)=O)[C@H](OC(C)=O)[C@@H]1OC(C)=O,1%[12.4 µM]

# The final seven compounds of the section before come first, to join the parts:
SMILES,BLM inh
CC(C)=CCC1=C(O)[C@](O)(CC=C(C)C)C(=O)C(C(=O)CC(C)C)=C1O,0%
NCC(=O)N[C@@H](CCCN=C(N)N)C(=O)NCC(=O)N[C@@H](CC(=O)O)C(=O)N[C@@H](CO)C(=O)N1CCC[C@H]1C(=O)O,0%
CCC#CCOCC(=O)Nc1ccccc1,2%
CON(C)C(=O)c1nnc2c3ccccc3n(S(=O)(=O)c3ccc(C)cc3)c2n1,1%&5%[12.4 µM]
CCN(CC)CCCn1c(-c2ccccc2)nc2c(NCCOC)nc(C)nc21,3%
CC[C@H](C)[C@H](NC(=O)[C@H](C)NC(=O)[C@H](Cc1cnc[nH]1)NC(=O)[C@@H]1CCCN1C(=O)CNC(=O)[C@H](CC(C)C)NC(=O)[C@H](CC(C)C)NC(=O)[C@H](Cc1ccc(O)cc1)NC(=O)CNC(=O)[C@H](C)NC(=O)[C@H](CO)NC(=O)[C@H](CC(N)=O)NC(=O)[C@H](CC(C)C)NC(=O)[C@@H](NC(=O)[C@H](Cc1c[nH]c2ccccc12)NC(=O)CN)[C@@H](C)O)C(=O)O,2%
CC(=O)OC[C@@H]1O[C@@H](O/N=C2/C[C@@H](O)[C@@H](O)[C@@H]3[C@H]4C(=O)N(c5ccc(F)cc5F)C(=O)[C@@H]4CC[C@H]23)[C@H](OC(C)=O)[C@H](OC(C)=O)[C@@H]1OC(C)=O,1%[12.4 µM]
CN(CC[C@@H](Oc1ccc(-c2ccccc2)cc1)c1ccc(F)cc1)CC(=O)O,-3%
COc1cc(C(C)C)c2c(c1)S(=O)(=O)N(COc1cc(=O)n3cccc(OCCN4CCCCC4)c3n1)C2=O,0%
Cc1nc(NC2CCCCC2)c2nc(-c3ccccc3)n(CCN3CCCC3)c2n1,-9%
c1ccc(-c2nc(-c3ccccc3)c(NC3CCCCC3)o2)cc1,1%
COc1ccc(-c2c(O)c3c(OC)c4c(cc3oc2=O)OC(C)(C)C=C4)cc1,1%
CCCCC/C=C\C/C=C\C/C=C\CCCCCCC(=O)NCCc1ccc(O)c(O)c1,-3%
CCCc1cc2c(n1CCc1ccc(Cl)cc1)C(C)C1CN(C(=O)c3ccccc3)C(C)(C(=O)OC)C21 (configuration not stated),-8%
CC(C)[C@@H](CC(=O)N[C@@H]1CCNC[C@H]1C(=O)N[C@H](CC(=O)N[C@@H](CCC(=O)O)CC(=O)O)Cc1c[nH]c2ccccc12)NC(=O)C[C@H](Cc1ccccc1)NC(=O)[C@@H]1CNCC[C@H]1N,4%
O=c1c(O)c(-c2ccccc2O)oc2cc(O)cc(O)c12,-3%
CCCC[C@@H]1C[C@H]1C(NC(=O)Cc1ccccc1)c1ccc(-c2ccccc2)cc1 (some centres not stated),-1%
COC(=O)C=P(c1ccccc1)(c1ccccc1)c1ccccc1,6%
COc1cc2c(cc1OC)C(/C=C/c1ccc(OC)c(OC)c1OC)=NCC2,2%
CC1CCC2C(C)(C)C3CC12CC[C@]3(C)O (some centres not stated),-13%
N[C@H](CSSC[C@@H](N)C(=O)O)C(=O)O,2%
CCCCc1nc2c(c3c1C[C@H](C)OC3)CN(C(=O)Nc1cccc(C#N)c1)CC2,-1%[12.4 µM]
CCCOc1ccc(Br)cc1-c1cc(-c2ccc(Cl)cc2)[nH]c1-c1ccncc1,-13%
O=[N+]([O-])c1cccc2c[nH]nc12,-27%
Cc1ccc(S(=O)(=O)N[C@H]2COC(=O)C/C=C\[C@@H](C)[C@H](NS(=O)(=O)c3ccc(C)cc3)COC(=O)[C@H](C)NC(=O)C/C=C\[C@H]2C)cc1,-4%[12.4 µM]
Cc1ccc(/C=C2/CNC/C(=C\c3ccc(C)cc3)C2=O)cc1,-11%
Clc1ccccc1-c1nccc(-n2ccnc2)n1,3%
COc1cccc([C@@H]2Oc3ccc(OC)cc3C(=O)[C@H]2OC(=O)NC2CCCC2)c1,-4%
C=CCN1c2ccccc2[C@]23C[C@@H](C(=O)OC)N(S(=O)(=O)CCCC)C2=NC(C(=O)OC)=C(C(=O)OC)[C@H]13,-7%[12.4 µM]
CCOC(=O)OCC1OC(c2ccc(C(C)=O)cc2)C=CC1OC(=O)OCC (configuration not stated),5%[12.4 µM]

# High-throughput results: PubChem BioAssay, National Center for Advancing Translational Sciences (NCATS)

# Some of the compounds tested. The share of hits here may be higher or lower than overall.
